Cav3 T inh: inhibitors of human Cav3.2 T-type calcium channel. Cav3.2-expressing cells, Fluo-4 calcium fluorescence FDSS; hits give low values. B-score at 10 µM. 100,000 compounds, 4% hits;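 active means single-dose well whose peak fluorescence ratio is a statistical outlier from its plate by either plate-standardised score or position-corrected B-score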
Target sequence (O95180 whole entry, looked up): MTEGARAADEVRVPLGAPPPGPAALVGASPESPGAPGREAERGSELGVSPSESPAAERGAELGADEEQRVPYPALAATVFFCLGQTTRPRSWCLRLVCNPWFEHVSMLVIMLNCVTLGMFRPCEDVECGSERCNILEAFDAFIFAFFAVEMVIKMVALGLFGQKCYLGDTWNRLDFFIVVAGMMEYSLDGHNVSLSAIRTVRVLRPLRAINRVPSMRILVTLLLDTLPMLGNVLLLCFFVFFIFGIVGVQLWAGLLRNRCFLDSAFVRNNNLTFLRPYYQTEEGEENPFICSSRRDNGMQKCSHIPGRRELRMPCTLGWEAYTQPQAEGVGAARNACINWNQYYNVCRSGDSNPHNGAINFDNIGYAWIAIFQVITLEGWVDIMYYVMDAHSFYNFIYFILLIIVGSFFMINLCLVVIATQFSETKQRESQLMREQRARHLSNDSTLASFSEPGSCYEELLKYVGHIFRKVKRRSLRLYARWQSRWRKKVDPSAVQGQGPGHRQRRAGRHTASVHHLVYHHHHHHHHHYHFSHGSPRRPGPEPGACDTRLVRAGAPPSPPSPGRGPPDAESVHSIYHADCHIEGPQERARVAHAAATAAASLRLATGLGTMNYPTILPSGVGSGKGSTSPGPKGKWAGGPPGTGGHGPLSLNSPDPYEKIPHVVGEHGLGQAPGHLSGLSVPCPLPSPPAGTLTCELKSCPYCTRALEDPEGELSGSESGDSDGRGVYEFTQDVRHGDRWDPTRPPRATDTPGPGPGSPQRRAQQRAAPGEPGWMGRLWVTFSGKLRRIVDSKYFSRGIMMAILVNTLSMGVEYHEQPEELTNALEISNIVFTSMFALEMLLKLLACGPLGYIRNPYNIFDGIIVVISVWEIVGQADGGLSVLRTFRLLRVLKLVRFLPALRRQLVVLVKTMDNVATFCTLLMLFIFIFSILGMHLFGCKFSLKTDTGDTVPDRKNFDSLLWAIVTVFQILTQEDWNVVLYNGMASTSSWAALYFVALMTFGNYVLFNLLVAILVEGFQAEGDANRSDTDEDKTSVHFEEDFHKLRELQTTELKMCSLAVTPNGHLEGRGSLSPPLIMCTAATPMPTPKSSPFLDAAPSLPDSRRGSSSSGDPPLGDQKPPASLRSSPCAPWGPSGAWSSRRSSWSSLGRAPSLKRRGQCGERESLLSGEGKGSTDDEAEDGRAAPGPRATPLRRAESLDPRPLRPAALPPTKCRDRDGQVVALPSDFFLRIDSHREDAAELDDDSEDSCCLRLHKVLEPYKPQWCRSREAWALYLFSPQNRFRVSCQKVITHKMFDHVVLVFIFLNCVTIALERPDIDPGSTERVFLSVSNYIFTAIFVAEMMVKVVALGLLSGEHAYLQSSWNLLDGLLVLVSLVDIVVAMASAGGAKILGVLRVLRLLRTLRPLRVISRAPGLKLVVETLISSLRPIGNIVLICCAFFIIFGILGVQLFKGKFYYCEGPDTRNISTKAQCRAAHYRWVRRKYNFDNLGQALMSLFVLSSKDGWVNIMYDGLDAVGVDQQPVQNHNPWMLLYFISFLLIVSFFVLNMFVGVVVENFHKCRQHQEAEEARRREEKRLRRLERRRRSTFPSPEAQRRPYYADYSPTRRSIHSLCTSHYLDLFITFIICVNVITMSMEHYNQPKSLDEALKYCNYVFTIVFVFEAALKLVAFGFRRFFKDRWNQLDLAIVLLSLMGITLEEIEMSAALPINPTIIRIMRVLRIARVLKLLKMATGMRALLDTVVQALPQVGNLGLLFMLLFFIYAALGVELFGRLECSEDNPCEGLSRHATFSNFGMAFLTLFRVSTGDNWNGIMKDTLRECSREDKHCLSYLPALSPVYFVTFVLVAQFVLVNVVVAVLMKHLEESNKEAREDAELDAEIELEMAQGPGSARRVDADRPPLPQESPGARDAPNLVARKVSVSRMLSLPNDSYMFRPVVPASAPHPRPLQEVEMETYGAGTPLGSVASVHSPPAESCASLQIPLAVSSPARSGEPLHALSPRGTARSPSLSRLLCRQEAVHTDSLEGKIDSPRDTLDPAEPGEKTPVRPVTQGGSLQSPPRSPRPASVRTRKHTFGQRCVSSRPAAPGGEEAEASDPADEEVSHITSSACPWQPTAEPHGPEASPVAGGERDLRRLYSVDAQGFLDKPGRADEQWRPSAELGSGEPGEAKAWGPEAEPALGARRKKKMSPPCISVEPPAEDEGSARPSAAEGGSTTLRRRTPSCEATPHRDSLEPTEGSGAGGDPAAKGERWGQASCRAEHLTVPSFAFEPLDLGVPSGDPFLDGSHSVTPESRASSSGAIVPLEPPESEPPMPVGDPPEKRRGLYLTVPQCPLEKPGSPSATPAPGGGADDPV
Starred values were filed as active, the others as inactive.

`CN(C)S(=O)(=O)c1ccc(C(=O)OCn2nnc3ccccc3c2=O)cc1` gave Cav3 T inh 0.14.
Screening COc1cc(O)c(C(CC(=O)N2CCCC(C)C2)c2cc(OC)c(OC)c(OC)c2)c(OC)c1 (stereo not given) returned Cav3 T inh 0.46.
Cn1c(CO)cnc1S(=O)(=O)Cc1ccc([N+](=O)[O-])cc1 was read as Cav3 T inh -0.97.
For CCOC(=O)C[C@H]1c2ccc(C(F)(F)F)cc2S(=O)(=O)N1C1CCCC1 the results were Cav3 T inh -2.2.
For Cc1ccnc(SCC(=O)N2CCN(C(c3ccccc3)c3ccccc3)CC2)n1 the results were Cav3 T inh -1.4.
Screening CCn1c(=O)cc(OCC(=O)NC2CCCCC2)c2ccccc21 returned Cav3 T inh 0.48.
For COc1ccc(N=Cc2ccc[nH]2)cc1 the results were Cav3 T inh 0.17.
Screening Cc1cc(C)n(-c2ccc(N3CCOCC3)nn2)n1 returned Cav3 T inh 0.58.
Screening Cc1nnc(NC(=O)CSc2nnc(-c3ccoc3C)n2CC(C)C)s1 returned Cav3 T inh -0.0086.
O=C(CSc1nc2ccccc2c(=O)n1NC(=O)Cc1ccccc1)NCc1ccccc1Cl was read as Cav3 T inh -3.2.
`COc1ccc(C(=O)Cn2c3ccccc3n3nc(CCC(=O)O)c(=O)nc23)cc1OC` gave Cav3 T inh 0.28.
COc1ccc(S(=O)(=O)N2CCN(C(=O)c3cccc(Cl)c3)CC2)cc1 was read as Cav3 T inh -0.18.
O=C(Oc1ccc(Cl)cc1N1C(=O)CCC1=O)c1ccco1 was read as Cav3 T inh 0.61.
`CCCCSc1nnc(C)c(=O)[nH]1` gave Cav3 T inh 0.029.
For CCOc1c(OC)cccc1C1CC(=O)Nc2cc(OC)c(OC)cc21 (stereo not given) the results were Cav3 T inh 0.41.
For CCc1ccc2c(c1)cc(CN(C(=S)Nc1ccccc1Cl)C1CC1)c1nnnn12 the results were Cav3 T inh 0.52.
O=C(Nc1cccc(C(=O)N2CCCCCC2)c1)c1ccco1 was read as Cav3 T inh 0.83.
`Cc1nn(Cc2ccccc2Cl)c(C)c1C(=O)N1CCN(c2ccccc2)CC1` gave Cav3 T inh -1.7.
For COc1cc2ccccc2cc1C(=O)Nc1ccc(S(=O)(=O)Nc2cc(C)on2)cc1 the results were Cav3 T inh 0.12.
Screening CN=c1sc(C(=O)Nc2cccc(Cl)c2)cc(=O)n1C returned Cav3 T inh -0.034.
Screening c1ccc2ncc(-n3cnnn3)cc2c1 returned Cav3 T inh 0.84.
`CC1(C)CC(=O)C2=C(C1)N(Cc1ccccc1)C(=O)C2(NC(=O)C(C)(C)C)C(F)(F)F` (stereo not given) gave Cav3 T inh 1.8.
Screening C#CCOCCOCCOCCNc1nc(N2CCN(C(=O)[C@H]([C@@H](C)CC)n3cc([C@@H](N)CC(C)C)nn3)CC2)nc(N2CCN(C(=O)[C@H](Cc3ccc(O)cc3)n3cc([C@@H](N)CC(C)C)nn3)CC2)n1 returned Cav3 T inh 1.7.
Oc1ccc(-c2nc3ccccn3c2NCc2ccco2)cc1 was read as Cav3 T inh 0.11.
`CCc1nn2cc(-c3ccccc3)nc2s1` gave Cav3 T inh 0.13.
For Cc1cc(C)n(-c2ccc(C(=O)OCC(=O)Nc3ccc(Cl)c(S(=O)(=O)N(C)C)c3)cc2)n1 the results were Cav3 T inh -3.6.
Screening Cc1cccc(NC(=O)CCN2CC(C)OC(C)C2)c1 (stereo not given) returned Cav3 T inh 0.096.
`CCOC(=O)c1cccc(NC(=O)CCc2nc(-c3ccc(C)cc3)no2)c1` gave Cav3 T inh -0.011.
For CCOc1ccc(C2Nc3cccc4cccc(c34)N2)cc1OC the results were Cav3 T inh -0.15.
For Cc1ccc(S(=O)(=O)N(CCCN2CCCC2=O)Cc2cc3c(C)ccc(C)c3[nH]c2=O)cc1 the results were Cav3 T inh 1.7.
`COC(=O)C(O)(CC(=O)Nc1cc(Cl)ccc1Cl)C(F)(F)F` (stereo not given) gave Cav3 T inh 0.21.
For COc1ccc(-n2c(SCC(=O)NC3CCCCC3)nc3ccsc3c2=O)cc1 the results were Cav3 T inh 0.0032.
Cc1ccccc1NC(=O)/C(C#N)=C\c1cccnc1 was read as Cav3 T inh -1.3.
COc1ccc(NC(=O)C2(c3ccc(NC(=O)c4ccc(C)cc4)cc3)CCCC2)cc1 was read as Cav3 T inh 0.89.
For Cc1nn(Cc2ccccc2)c(C)c1NC(=O)c1noc2c1CCc1ccccc1-2 the results were Cav3 T inh -6.3*.
CC1CN(Cc2cc(=O)[nH]c(C3CC3)n2)CC(C)O1 (stereo not given) was read as Cav3 T inh 0.53.

Entries listed so far that have fluorine (3):
For CCOC(=O)C[C@H]1c2ccc(C(F)(F)F)cc2S(=O)(=O)N1C1CCCC1 the results were Cav3 T inh -2.2.
`CC1(C)CC(=O)C2=C(C1)N(Cc1ccccc1)C(=O)C2(NC(=O)C(C)(C)C)C(F)(F)F` (stereo not given) gave Cav3 T inh 1.8.
`COC(=O)C(O)(CC(=O)Nc1cc(Cl)ccc1Cl)C(F)(F)F` (stereo not given) gave Cav3 T inh 0.21.

The list goes on:
For CCC1=C2CC[C@H]3C(=O)NC(=O)[C@H]3[C@H]2[C@@]2(Cc3ccccc3)C(=NCC(=O)OC)OC(=O)N2C1=O the results were Cav3 T inh 0.8.
Screening CCC1=C(OC(=O)N(CC)CC)N2C(=O)OC(=NCC(=O)OC)[C@]2(Cc2ccccc2)[C@H]2C1=CC[C@H]1C(=O)N(CC(=O)OC)C(=O)[C@H]12 returned Cav3 T inh -1.4.
Screening CCOC(=O)c1ccc(Nc2cc(C)nc(-c3ccccc3O)n2)cc1 returned Cav3 T inh -0.26.
CC(=O)Nc1ccc(NC(=O)Cn2c(-c3ccc(F)cc3)cnc2SCC(=O)Nc2c(C)cccc2C)cc1 was read as Cav3 T inh 0.071.
Screening CCCNS(=O)(=O)c1ccc(OC)c(Cl)c1Cl returned Cav3 T inh -0.16.
Screening O=C(c1ccc(S(=O)(=O)N2CCCCC2)cc1)N1CCN=C1SCc1cccnc1 returned Cav3 T inh 0.16.
Screening CCN(CC)C(=O)C(Sc1ccccc1)c1ccccc1 (stereo not given) returned Cav3 T inh -1.8.
`O=C(Oc1c(Cl)cc(Cl)c2cccnc12)c1cccs1` gave Cav3 T inh -0.32.
Cc1ccc(-n2c3c(cc(C(=O)NC4CCSC4=O)c2=O)C(=O)CCC3)cc1 (stereo not given) was read as Cav3 T inh 0.11.
Screening CCOC(=O)CNC(=O)c1c(C)nn(-c2ccccc2)c1Cl returned Cav3 T inh -0.57.
Cc1nc(-c2ccc(Cl)cc2)sc1C1(C)CC(c2ccc(C#N)cc2)=NO1 (stereo not given) was read as Cav3 T inh -0.26.
For Cc1cccc(N2CCN(C(=O)C3CCN(S(=O)(=O)c4cnc[nH]4)CC3)CC2)c1C the results were Cav3 T inh -0.0034.

Fetched one by one from the list above, 2 records:
Cc1nc(-c2ccc(Cl)cc2)sc1C1(C)CC(c2ccc(C#N)cc2)=NO1 (stereo not given) was read as Cav3 T inh -0.26.
Screening CCOC(=O)c1ccc(Nc2cc(C)nc(-c3ccccc3O)n2)cc1 returned Cav3 T inh -0.26.

(list continues)
`CCS(=O)(=O)N1CCN(Cc2ccccc2OC)CC1` gave Cav3 T inh 0.11.
`CC1CN(Cc2ccc(C#N)cc2Cl)CC(C)O1` (stereo not given) gave Cav3 T inh 0.63.
`O=C(CCSCCC(=O)NCc1cccs1)NCc1cccs1` gave Cav3 T inh 0.87.
`CC(=O)CCc1c(C)c2cc(C)ccc2[nH]c1=O` gave Cav3 T inh 0.41.
For CCn1c(SC(=O)NC2CCCCC2)nnc1-c1cccs1 the results were Cav3 T inh -0.0018.
`CCn1c(=O)c([N+](=O)[O-])c(NCCc2ccccc2)c2ccccc21` gave Cav3 T inh -0.84.
C=CCSc1nnc2c(n1)-c1cccc3cccc-2c13 was read as Cav3 T inh 0.67.
Screening COc1ccc(NC(=O)c2cc3c(-c4ccc(OC)c(OC)c4)nn(C)c3s2)cc1OC returned Cav3 T inh -0.23.
COCCN1C(=O)N[C@@H](c2cccc(F)c2)C(C(=O)OC)=C1C was read as Cav3 T inh -0.048.
Screening C=CCN(C(=O)CCC(=O)O)C1CC(=O)N(c2ccc(OC)cc2)C1=O (stereo not given) returned Cav3 T inh -0.026.
`Cc1ccc(OCCCC(=O)N2CCOCC2)cc1` gave Cav3 T inh 0.49.
COc1ccc(CNC(=O)COc2ccc([N+](=O)[O-])cc2)cc1 was read as Cav3 T inh 0.021.
Screening CCOC(=O)c1c(C)[nH]c(C=Nc2ccccc2)c1O returned Cav3 T inh 0.55.
CCC(=O)Nc1ccc(SC#N)cc1C was read as Cav3 T inh 0.042.
`Cc1nnc(SC(C)C(=O)Nc2ccc(S(=O)(=O)N3CCCCCC3)cc2)s1` (stereo not given) gave Cav3 T inh -2.7.
`CCCCCCn1c(=O)c(-c2ccccc2)c(O)c2ccccc21` gave Cav3 T inh -7.1*.
For C#Cc1ccc([C@H]2C=C(C(=O)OCC=C)O[C@@H](OCC)[C@@H]2CCCO)cc1 the results were Cav3 T inh -1.2.
`CN=C1S/C(=C\c2ccc(Sc3ccc(Cl)cc3)o2)C(=O)N1C` gave Cav3 T inh 0.38.
For O=C(CSc1nc(-c2ccccc2)cs1)Nc1nccs1 the results were Cav3 T inh 0.62.
Screening C=CCN1C(=O)CN=C1Nc1cccc(C)c1 returned Cav3 T inh 0.24.
CCN(Cc1ccncc1)C(=O)c1cccc(S(=O)(=O)N2CCOCC2)c1 was read as Cav3 T inh -0.061.
Screening COc1ccc(N2CCC(CNS(=O)(=O)c3cccc(C(F)(F)F)c3)C2)cc1 (stereo not given) returned Cav3 T inh -2.2.
Screening CC1=C2C(CCS2(=O)=O)CC2(C1)C(=O)OC(C)(C)OC2=O (stereo not given) returned Cav3 T inh 0.34.
`COc1nc(Nc2ccc(OC)c(Cl)c2)nc(OC)n1` gave Cav3 T inh 1.3.

In the list so far, these contain a thiophene ring, fused or not:
For COc1ccc(-n2c(SCC(=O)NC3CCCCC3)nc3ccsc3c2=O)cc1 the results were Cav3 T inh 0.0032.
`O=C(Oc1c(Cl)cc(Cl)c2cccnc12)c1cccs1` gave Cav3 T inh -0.32.
`O=C(CCSCCC(=O)NCc1cccs1)NCc1cccs1` gave Cav3 T inh 0.87.
For CCn1c(SC(=O)NC2CCCCC2)nnc1-c1cccs1 the results were Cav3 T inh -0.0018.
Screening COc1ccc(NC(=O)c2cc3c(-c4ccc(OC)c(OC)c4)nn(C)c3s2)cc1OC returned Cav3 T inh -0.23.

(further entries)
Screening CC1=Nn2c(nnc2-c2ccccc2F)SC1 returned Cav3 T inh 0.28.
Screening c1ccc(CNCc2ccc3c(c2)OCO3)nc1 returned Cav3 T inh 0.3.
For CC(C)OP(C)(=O)CN1CCN(CP(C)(=O)OC(C)C)CC1 (stereo not given) the results were Cav3 T inh 0.79.
CC(O)Cn1ccccc1=N (stereo not given) was read as Cav3 T inh 0.15.
For Fc1cccc(NC(=S)Nc2ccc(Br)cc2)c1 the results were Cav3 T inh -2.2.
CC(/C=C/c1ccc2c(c1)OCO2)=N\NC(=O)COc1ccccc1C was read as Cav3 T inh -0.74.
Screening Cc1c(Br)c([N+](=O)[O-])nn1C(C)C(=O)Nc1nccs1 (stereo not given) returned Cav3 T inh -0.24.
`O=C(Nc1ccc(OC(=O)c2ccccc2)c(-c2nc3ccccc3s2)c1)c1ccccc1` gave Cav3 T inh 0.073.
Cc1ccc(-n2c(=O)cc(N3CCCCCC3)[nH]c2=O)cc1 was read as Cav3 T inh 0.38.
Cc1ccc(F)cc1NC(=O)c1c(-c2ccccc2)noc1C was read as Cav3 T inh -2.7.
CNc1oc(Cc2ccccc2)nc1S(=O)(=O)c1ccccc1 was read as Cav3 T inh -0.48.
Screening COC(=O)C1=C(N)Oc2cc(C)oc(=O)c2C1c1cccnc1 (stereo not given) returned Cav3 T inh 1.2.
COCC(=O)Nc1ccccc1C(=O)NC(C)C was read as Cav3 T inh -0.019.
`CCOC(=O)c1cccc(N2C(N)=NC(N)=NC2(C)C)c1` gave Cav3 T inh 0.31.
`COc1ccc(CCN(C)Cc2ccc(OCc3ccccc3)c(OC)c2)cc1OC` gave Cav3 T inh -0.54.
`O=C1CC(N2CCN(c3cccc(C(F)(F)F)c3)CC2)C(=O)N1c1ccccc1F` (stereo not given) gave Cav3 T inh -3.2*.
`C=C(C)c1cccc(C(C)(C)NC(=O)Nc2ccc3[nH]c(=O)[nH]c3c2)c1` gave Cav3 T inh -1.2.
`c1ccc(CSc2nnc(-c3cccnc3)o2)cc1` gave Cav3 T inh -1.1.
Screening CCCS(=O)(=O)N1CCN(S(=O)(=O)c2ccc(F)cc2)CC1 returned Cav3 T inh -0.51.
`COc1ccccc1C=NC(CO)C(O)c1ccc([N+](=O)[O-])cc1` (stereo not given) gave Cav3 T inh 0.36.
`COC(=O)c1cccc(NC(=S)NCc2ccc(Cl)cc2)c1` gave Cav3 T inh -2.2.
Screening CCCCCC(=O)Nc1cccc(C2=NOC3(C2)C[C@@H](C(N)=O)N(C(=O)C2(C)CC2)C3)c1 (stereo not given in full) returned Cav3 T inh 0.73.
`CCCCCC(O)CCc1n[nH]c(=S)n1-c1ccccc1` (stereo not given) gave Cav3 T inh 0.99.
For COc1ccccc1OCCNC1CCCC1 the results were Cav3 T inh 0.17.
Cc1ccc(-n2c(=O)[nH]cc(C(=O)N3CCc4ccccc43)c2=O)cc1 was read as Cav3 T inh 0.081.
Cc1nc(=O)c(-c2ccccc2)c(C)n1-c1ccccc1O was read as Cav3 T inh -0.038.
`CCOC(=O)Cn1c(=O)c(-c2ccccc2N)nc2ccccc21` gave Cav3 T inh -0.13.
N#Cc1cnn(-c2nc(SCc3ccccc3)nc3sc4c(c23)CCCC4)c1N was read as Cav3 T inh -5*.
COC(=O)C1CCN(c2nc3ccccc3nc2C(C#N)C(=O)OCC(C)C)CC1 (stereo not given) was read as Cav3 T inh -3.4.
`Nc1ccc2cn[nH]c2c1` gave Cav3 T inh 1.5.
`CCn1c(SCC(=O)Nc2cc(OC)c(OC)c(OC)c2)nnc1-c1cccs1` gave Cav3 T inh 0.52.
For O=C(NCc1cccs1)c1ccc2c(c1)OCCO2 the results were Cav3 T inh 0.29.
Screening C=CCNC(=O)C1CC2Cn3c(nc4ccccc43)C2N1C (stereo not given) returned Cav3 T inh 0.28.

Screens deposited in PubChem BioAssay by Vanderbilt High Throughput Screening Facility.

These rows are one share of the data (hit frequency here may not be typical).
